RBX1-CUL1 inh: inhibitors of human ROC1-CUL1 ubiquitin ligase activity. 0.6% of 140,000 active. inhibition, % at 10 µM. in vitro K48 di-Ub FRET, acceptor:donor ratio, 45 min. P62877+Q13616; in the data active means inhibition above about 25%
Target sequence (P62877 whole entry, looked up): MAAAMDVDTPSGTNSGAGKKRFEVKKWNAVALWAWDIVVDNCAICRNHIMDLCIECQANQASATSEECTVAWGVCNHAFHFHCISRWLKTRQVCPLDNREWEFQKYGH
Target sequence (Q13616 whole entry, looked up): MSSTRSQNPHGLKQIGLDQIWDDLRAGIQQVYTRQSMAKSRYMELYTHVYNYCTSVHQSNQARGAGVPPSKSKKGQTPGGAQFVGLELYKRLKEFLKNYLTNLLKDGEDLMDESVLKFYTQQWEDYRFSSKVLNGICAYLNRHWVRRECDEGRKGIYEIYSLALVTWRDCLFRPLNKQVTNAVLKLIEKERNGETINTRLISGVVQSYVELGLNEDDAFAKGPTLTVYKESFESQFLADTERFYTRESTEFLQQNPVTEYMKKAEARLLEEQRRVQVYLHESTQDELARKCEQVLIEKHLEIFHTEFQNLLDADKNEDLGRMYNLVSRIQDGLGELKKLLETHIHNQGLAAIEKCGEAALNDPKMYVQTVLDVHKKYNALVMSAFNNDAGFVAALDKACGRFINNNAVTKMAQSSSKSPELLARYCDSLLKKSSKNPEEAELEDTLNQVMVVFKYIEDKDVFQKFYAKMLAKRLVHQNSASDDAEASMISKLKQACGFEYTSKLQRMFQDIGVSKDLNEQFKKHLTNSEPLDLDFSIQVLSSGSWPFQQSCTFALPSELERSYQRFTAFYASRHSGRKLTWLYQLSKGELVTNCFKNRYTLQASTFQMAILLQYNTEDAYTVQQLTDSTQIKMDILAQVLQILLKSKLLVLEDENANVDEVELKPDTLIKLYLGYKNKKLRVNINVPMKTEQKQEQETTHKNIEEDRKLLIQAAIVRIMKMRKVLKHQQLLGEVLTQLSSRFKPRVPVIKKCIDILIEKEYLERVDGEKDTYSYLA
* hit, by the source's call. A portion of the library. The share of hits here may be higher or lower than overall.

RBX1-CUL1 inh | compound
-2.3 | Nc1nc(-c2ccccc2)c(N=Nc2c(Br)cc(Br)cc2Br)s1
10.9 | OC(Cc1ccccc1)c1ccc2c(c1)CN(Cc1cccs1)CCO2 (stereo not given)
-1.7 | COc1ccc(N2CCN(CCCNC(=O)Nc3ccccc3Cl)CC2)cc1
-3.1 | CCOC(=O)c1c(NC(=O)COc2ccc(Cl)cc2Cl)sc(C)c1C
10.1 | O=S(=O)(c1ccc2c(c1)CCN2S(=O)(=O)c1ccc(F)cc1)N1CCOCC1
4.9 | CCCCn1c(-c2ccc(Br)cc2)cn2c3c(=O)n(C)c(=O)n(C)c3nc12
0.7 | COc1cccc(N2C(=O)c3cc(I)ccc3NC2c2cc(Br)cc(Br)c2O)c1 (stereo not given)
11.1 | CCCCC1CCC(CCc2ccc(-c3ccccc3)c(F)c2)CC1 (stereo not given)
-1.1 | O=C(CNC(=S)NC(=O)c1ccc(F)cc1)c1ccccc1
-3.9 | Cc1cccc(N2CCN(S(=O)(=O)c3ccc4oc(=O)c5ncn(C)c5c4c3)CC2)c1C
-7.5 | CCCCN1C2=NCCN2c2ccccc21
5.4 | CCSc1nnc2c(n1)OC(c1ccc3c(c1)OCO3)N(C(=O)CC)c1ccccc1-2 (stereo not given)
-0.1 | COc1ccc(Nc2c(-c3ccco3)nc3cccc(C)n23)cc1
-3.5 | CCOc1ccc(N(CC)C(=O)CCc2nc(-c3ccccc3F)no2)cc1
2.9 | Cc1onc(-c2c(F)cccc2Cl)c1C(=O)NC(C)C
-3.5 | c1ccc(-c2cn(C3CCN(Cc4nccs4)CC3)nn2)cc1
1.7 | COCCN1C(=O)c2oc3ccc(C)cc3c(=O)c2C1c1ccc(C(=O)OC)cc1 (stereo not given)
-7.9 | CCOC(=O)c1c(-c2ccc(OC)cc2)csc1NC(=O)CSc1nc2scc(-c3ccccc3)c2c(=O)n1-c1ccccc1
-2.7 | CCCCOc1cccc(C(=O)NC(=S)Nc2ccc(-c3nc4ccccc4o3)c(O)c2)c1
5.9 | Cc1cccc(N2CC(C(=O)N3CCCC(C)C3)CC2=O)c1 (stereo not given)
13.4 | COc1cc(OC)nc(-n2ncc(Cl)c(Cl)c2=O)n1
1.5 | CCCOc1ccc(/C=N/NC(=O)CN2CCCCC2)cc1
3.7 | COc1ccc(C(=O)CC2(O)C(=O)N(CCc3ccccc3)c3ccc(Br)cc32)cc1OC (stereo not given)
-5.8 | CCn1nc(C)c(C2c3c(n[nH]c3C)OC(=N)C2C#N)c1C (stereo not given)
3.3 | CC(C)C(=O)Nc1nc(-c2ccc(S(=O)(=O)N3CCOCC3)cc2)cs1
-0.1 | Fc1ccc(-c2nn3c(-c4ccco4)nnc3s2)cc1
0.0 | Cc1nn(C)cc1-c1n[nH]c(=S)n1-c1ccc(F)cc1
-3.2 | COc1ccccc1C(=O)Nc1ccc2nc(SCc3ccc(F)c4ccccc34)sc2c1
-4.7 | CCOc1ccc(CN2CCCC(CNC(=O)c3cccnc3)C2)cc1CO (stereo not given)
-3.3 | C/C(=N\NC(=O)c1ccc(C)cc1)c1cc2cc(Cl)ccc2oc1=O
-3.4 | O=C(/C=C/c1ccccc1)Oc1c(-c2ccccc2)oc2ccccc2c1=O
-4.5 | CCOC(=O)c1c(C)[nH]c(C)c1S(=O)(=O)N1CCN(c2ccccc2OC)CC1
-6.3 | COCC1CCCN(C(=O)c2ccc(N3CCOCC3)nc2)C1 (stereo not given)
-4.7 | COc1ccccc1NC(=O)NNS(=O)(=O)c1ccc(C)cc1
-0.1 | COc1ccc(-c2cc(C(F)(F)F)nc(NCc3ccccc3)n2)cc1
-0.5 | CN1C(=O)NC(c2cccc(F)c2)C2=C1CCCC2=O (stereo not given)
-9.2 | CCn1c(-c2cccnc2)nc2cc(NC(=O)COC)cc(C(=O)N(C)Cc3ccc(F)cc3)c21
-1.7 | CCOc1cc(C2C(C(=O)c3ccc(OC)cc3)C(=O)C(=O)N2Cc2ccco2)ccc1O (stereo not given)
2.5 | CN(CC1CCCCO1)c1ccc(C(=O)N2CCC(Cn3cccn3)CC2)cn1 (stereo not given)
6.9 | CCN(Cc1ccccc1)Cc1c(O)ccc2c(=O)c(-c3ccc(Cl)cc3)c(C(F)(F)F)oc12
-2.4 | Cc1ccc(C(=O)N2CCN(c3ccc(F)cc3)CC2)s1
-7.4 | COc1cc(N)ccc1OCCCN1CCOCC1
-7.0 | COCc1c(C(=O)NCCc2ccccn2)cnn1-c1ncc2c(n1)-c1ccccc1CCC2
0.2 | C=CCn1c(SCC(=O)Nc2ccc(Cl)cc2)nc2scc(-c3ccco3)c2c1=O
-3.7 | CC1Cc2cc(S(=O)(=O)NCc3ccccc3)ccc2N1C(=O)C1CCC1 (stereo not given)
18.0 | COc1ccc(OC)c(N=C2C(=O)N(Cc3ccccc3)C(=O)C2Cl)c1 (stereo not given)
2.2 | CC(=O)N1c2ccccc2C(=O)C1N1CCN(c2cccc(C)c2C)CC1 (stereo not given)
6.7 | CCn1cc(C(=O)NCCc2ccc(Cl)cc2)c(=O)c2cc(S(=O)(=O)N3CCOCC3)ccc21

2 of these compounds in a different format:
C=CCn1c(SCC(=O)Nc2ccc(Cl)cc2)nc2scc(-c3ccco3)c2c1=O
  RBX1-CUL1 inh: 0.2

CC1Cc2cc(S(=O)(=O)NCc3ccccc3)ccc2N1C(=O)C1CCC1 (stereo not given)
  RBX1-CUL1 inh: -3.7

Following part
RBX1-CUL1 inh | compound
-9.0 | c1cc2c(cn1)cnc1cscc12
10.9 | Cn1c(=O)c2cc(C(=O)NC3CCCCCC3)sc2c2ccccc21
5.3 | COc1cccc(-c2n[nH]c3c2CN(C(=O)CCc2cnccn2)CC3)c1
0.4 | CCCc1sc(Nc2cccc(OC)c2)nc1-c1ccc(Cl)c(Cl)c1
1.9 | O=C(CSc1ncc(-c2ccccc2)[nH]1)Nc1ccc(F)cc1F
3.2 | Cc1ccccc1NC(=O)c1ccc2c(c1)c(C)c(C)n2Cc1ccccc1
1.5 | Nc1nc2ccc(C(=O)N/N=C/c3ccccc3F)cc2s1
8.0 | CCOc1ccc(C(F)(F)F)cc1NC(=O)C12CC3CC(CC(C3)C1)C2

Fetched one by one from above, three records:
RBX1-CUL1 inh | compound
1.9 | O=C(CSc1ncc(-c2ccccc2)[nH]1)Nc1ccc(F)cc1F
1.5 | Nc1nc2ccc(C(=O)N/N=C/c3ccccc3F)cc2s1
8.0 | CCOc1ccc(C(F)(F)F)cc1NC(=O)C12CC3CC(CC(C3)C1)C2

Continued.
RBX1-CUL1 inh | compound
-4.4 | Cc1ccc(CNC(=O)c2cccc(Nc3nc4ccccc4n4nnnc34)c2)cc1
10.7 | O=C(Cc1ccc2ccccc2c1)Oc1ccccc1
0.7 | Cc1cccc(-c2nnc(SCC(=O)Nc3ccc(Cl)c(Br)c3)n2C)c1
-4.3 | CCN(CC)c1ccc(NC(=O)c2cc(OC)c(OC)c(OC)c2)cc1
-1.5 | CCOC(=O)NC(=O)NC(=O)OCC
-2.9 | Cc1cnc(C(=O)N2CC[C@@H](N3CCN(CCc4ccccc4)CC3)[C@H](O)C2)[nH]1
-6.3 | CC(NC(=O)CCC1(Cc2ccco2)CCC(=O)N1)c1cnn(-c2ccccc2)c1 (stereo not given)
4.4 | CC(NC(=O)CN(C)S(=O)(=O)c1ccc2c(c1)c(=O)n(C)c(=O)n2C)c1ccccc1 (stereo not given)
-0.8 | Cc1ccc(N2CC(C(N)=O)CC2=O)c(C)c1 (stereo not given)
-3.5 | CCOC(=O)c1nn(-c2ccc(C)cc2)c2nc(-c3ccccc3)cc(=O)n12
-7.7 | Cc1nn(Cc2c(Cl)cccc2Cl)c(C)c1NC(=O)C(Sc1ccccc1)c1ccccc1 (stereo not given)
8.7 | CN(Cc1cnccn1)c1nc2nonc2nc1N1CCCC1
3.2 | COc1ccccc1CNC(=O)c1c(OC)cc(=O)n2c1CCN(Cc1ccc3ccccc3c1)CC2
6.0 | CCCC(NS(=O)(=O)c1ccc(C)cc1)C(=O)Oc1ccc2ccc(=O)oc2c1 (stereo not given)
-6.0 | Cc1c(/C=N\NC(=O)C(NC(=O)c2ccc3c(c2)OCO3)C(C)C)c2ccccc2n1C (stereo not given)
-1.0 | CC1CCN(CCCCCOc2cccc(Cl)c2)CC1
-4.8 | CC(=O)c1sc(N)nc1C
2.5 | CC1CCCCN1C(=O)Cn1ncc2c3ccccc3n(Cc3ccccc3F)c2c1=O (stereo not given)
4.9 | COc1ccc(CN2CCCCO2)c(OCC(O)CN2CCCC2)c1 (stereo not given)
13.6 | O=C(CSCc1c(Cl)cccc1Cl)Nc1ccccc1Cl
-2.3 | Cc1ccc(OCC(=O)OCc2cc(=O)n3c(C)csc3n2)cc1
1.3 | CCOC(=O)C1=C(c2ccccc2)N=c2s/c(=C\c3c(C)n(C)c4ccccc34)c(=O)n2C1c1ccc(OC)cc1OC (stereo not given)
9.2 | CCOC(=O)C1C(c2cccc(Oc3ccccc3)c2)NC(=O)N(C)C1(O)C(F)(F)F (stereo not given)
-2.0 | COC(=O)c1cc(NC(=O)c2ccc(OC)cc2)ccc1O
6.6 | CC1CC(OC(=O)c2cccnc2/C=C/c2ccccc2)CC(C)(C)C1 (stereo not given)
10.7 | Cc1cccc(-c2nnc(SCC(=O)Nc3ccc(I)cc3C)n2C)c1
-6.7 | CCCCOc1cccc(C2C(C(=O)c3ccc4c(c3)OCCO4)C(=O)C(=O)N2Cc2ccco2)c1 (stereo not given)
10.3 | COc1ccc(NC(=O)CSc2nc(-c3cccs3)cc(C(F)(F)F)n2)cc1Cl
-2.9 | CN(C)Cc1ccccc1Sc1ccc(Br)cc1
-7.7 | Cc1ccc2oc3c(c(=O)c2c1)C(c1ccc(O)cc1)N(Cc1ccc2c(c1)OCO2)C3=O (stereo not given)
-3.3 | COC1CCCN(Cc2nc(-c3cccc(C(F)(F)F)c3)oc2C)C1 (stereo not given)
-6.8 | Cc1ccccc1-c1ccc(CN(C)Cc2nc(-c3ccccc3NS(C)(=O)=O)oc2C)cc1
-2.9 | Cc1ccc(Cl)cc1NC(=O)C(Cc1ccccc1)NS(=O)(=O)c1cccc2nsnc12 (stereo not given)
3.6 | CC1CCN(CCOc2ccc(Cl)c3ccccc23)CC1
-2.0 | CN1CCc2cc(CNC(=O)C3CCN(c4ccccc4)C3=O)ccc21 (stereo not given)
-9.3 | CCOc1ccc(N(Cc2ccccc2)C(=O)c2nc(SCC)ncc2Cl)cc1
8.9 | COc1ccc(C(=O)NCC(c2cccnc2)N2CCN(c3ccccc3)CC2)cc1 (stereo not given)
4.6 | O=C1C(=O)N(CN2CCCCC2)c2ccc(Br)cc21
-6.9 | CC(C)CN=C1CCCc2ccccc2N1
0.8 | COc1cccc(N2CCN(S(=O)(=O)c3ccc(-c4cnc(C5CC5)o4)cc3)CC2)c1
1.2 | Cc1cc(C)c2c(CC(=O)Nc3ccc(F)cc3)coc2c1
-9.3 | O=C(c1ccccc1)N1CCOC(CCc2ccccc2)C1 (stereo not given)
4.5 | c1ccc(CN2CCN(c3nc4nonc4nc3N3CCCCCC3)CC2)nc1
1.1 | O=C1/C(=C/c2ccco2)N=C(N2CCCCC2)N1c1ccccc1
-0.1 | CCOc1ccc(S(=O)(=O)Oc2ccc(Cl)c3cccnc23)cc1
-3.6 | Brc1cccc(-c2nnc(CN3CCN(c4ccccn4)CC3)o2)c1
-4.8 | O=S(=O)(Nc1cccc(-c2ccc(N3CCCC3)nn2)c1)c1ccc(F)c(C(F)(F)F)c1
8.5 | CCN1C(=O)CC(CC(=O)N2CCN(c3ccccc3O)CC2)(c2cccc(C(F)(F)F)c2)C1=O (stereo not given)
4.0 | Cn1c(=O)c2c(nc(SCC(=O)NC(C)(C)C)n2Cc2cccc(Cl)c2)n(C)c1=O
2.1 | Cc1c(-c2ccccc2)nc2c(Cl)cccc2c1C(=O)OCC(=O)c1ccc(F)cc1
0.5 | CCN(CC)S(=O)(=O)c1cc(Cl)c(C)cc1OC
-7.0 | CCN(C(=O)Cn1c(=O)n(CCCS(=O)(=O)C2CCCCC2)c(=O)c2ccccc21)c1cccc(C)c1
0.7 | O=C(Nc1ccc(Cl)cc1)N1CCCCCC1
0.3 | COc1ccc(OC)c(CC2C(=O)Nc3ccc(Br)cc32)c1 (stereo not given)
-4.2 | O=C(Oc1cccc2ccccc12)c1cc(F)c(Cl)nc1Cl
9.1 | CCc1c(C)sc(NC(=O)c2cc(-c3ccc(OC)cc3)on2)c1C#N

More records:
RBX1-CUL1 inh | compound
5.3 | COCc1ccc([C@@H]2C[C@H]3CN(Cc4ccc(OC)cc4)C(=O)[C@]34CCCN24)o1
-1.4 | Cc1cccc(C(=O)N2CCC(C3CCN(Cc4cccnc4)CC3)C2)n1 (stereo not given)
-6.0 | Cc1ccc(CCNC(=O)CCCn2c(=O)c3ccccc3n(CC(=O)Nc3cc(Cl)ccc3C)c2=O)cc1
2.2 | CCCOC(=O)c1ccc(Cl)c(NC(=O)c2ccncc2)c1
-6.9 | Cc1ccc(C)c(N(CN2C(=O)c3ccccc3C2=O)C(=O)C(F)(F)F)c1
10.3 | CCOC(=O)c1cc2c(=O)n3ccccc3nc2n(Cc2ccco2)c1=NC(=O)c1ccc(OCC)cc1
4.1 | O=c1[nH]c2ccc(NCc3ccc(-c4ccc(Cl)cc4)o3)cc2[nH]1
-4.7 | COc1cc(C(=O)n2nc(C)c(Sc3ccc(Cl)cc3)c2C)cc(OC)c1OC
3.4 | O=C(Cn1cccc1C(=O)c1ccccc1)NCc1ccc(F)cc1
-5.9 | CCOC(=O)c1cnc(-c2ccccc2)nc1Nc1ccc(OC)cc1
-8.7 | O=C1Nc2ccc(S(=O)(=O)Nc3ccc(F)cc3)c3cccc1c23
12.5 | COc1ccc(-c2cc(C(=O)NCCc3ccccc3)c3c(-c4ccccc4)[nH]nc3n2)cc1
2.8 | CC(CN1CCCC1)OC(=O)c1ccccc1Br (stereo not given)
-3.5 | Cc1ccc(OC(C)C(=O)Nc2ccc(C)c(O)c2)cc1 (stereo not given)

An excerpt from above in order of formula weight, descending.
RBX1-CUL1 inh | compound
10.3 | CCOC(=O)c1cc2c(=O)n3ccccc3nc2n(Cc2ccco2)c1=NC(=O)c1ccc(OCC)cc1
12.5 | COc1ccc(-c2cc(C(=O)NCCc3ccccc3)c3c(-c4ccccc4)[nH]nc3n2)cc1
-4.7 | COc1cc(C(=O)n2nc(C)c(Sc3ccc(Cl)cc3)c2C)cc(OC)c1OC
-5.9 | CCOC(=O)c1cnc(-c2ccccc2)nc1Nc1ccc(OC)cc1
-8.7 | O=C1Nc2ccc(S(=O)(=O)Nc3ccc(F)cc3)c3cccc1c23
4.1 | O=c1[nH]c2ccc(NCc3ccc(-c4ccc(Cl)cc4)o3)cc2[nH]1

Bioassay records from PubChem BioAssay.
